# Screening results deposited in PubChem BioAssay by several laboratories.
# S1P4 ag – activates the human S1P4 receptor | S1P4-expressing cell line, agonist reporter assay | 220,000 tested, 0.35% active | AID 1509 | O95977 | activation, % at 4.98 µM; in the data active means activation above about 11%;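 further: 0% = DMSO vehicle and 100% = reference agonist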
# Target sequence (O95977 whole entry, looked up): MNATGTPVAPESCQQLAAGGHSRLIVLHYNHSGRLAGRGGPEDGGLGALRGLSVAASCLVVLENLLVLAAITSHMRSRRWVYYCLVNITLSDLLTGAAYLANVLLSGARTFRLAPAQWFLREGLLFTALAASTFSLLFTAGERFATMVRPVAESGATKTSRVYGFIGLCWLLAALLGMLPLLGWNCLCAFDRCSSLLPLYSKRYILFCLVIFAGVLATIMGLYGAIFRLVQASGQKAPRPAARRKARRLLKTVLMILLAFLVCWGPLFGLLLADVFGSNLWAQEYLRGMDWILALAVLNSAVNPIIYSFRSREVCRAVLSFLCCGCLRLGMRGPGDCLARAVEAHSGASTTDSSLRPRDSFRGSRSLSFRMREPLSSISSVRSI
# NPY2 pot ag – potentiates or activates human NPY-Y2 receptor; AID 1359; 220,000 tested, 0.45% active; cells expressing NPY-Y2, potentiator/agonist read-out; P49146; activation, % at 3.6 µM; in the data active means activation above about 27%;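 further: cells stimulated with NPY near EC25 plus isoproterenol at EC100; 0% = vehicle plus submaximal agonist and 100% = vehicle plus saturating agonist; some results beyond the cut were filed as inactive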
# S1P4 antagonist – human S1P4 receptor antagonism; O95977; inhibition, % at 4.98 µM; S1P4-expressing cells, antagonist mode, reporter read-out; AID 1510; 220,000 tested, 0.26% active; in the data active means inhibition above about 29%;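 further: 0% = wells stimulated with agonist and 100% = vehicle wells without agonist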
# BaF3 tox – parental Ba/F3 viability inhibition as JAK2V617F counter-screen. CellTiter-Glo ATP luminescence. inhibition, % at 5.6 µM. 220,000 tested, 1.1% active. AID 1486;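 active means inhibition above a per-campaign cutoff, the mean inhibition of all tested compounds plus 3 SD, cut at about 27% in these data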;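 further: 0% = DMSO wells and 100% = JAK Inhibitor I control wells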
# MDM2 E3 inh – Mdm2 E3 ligase (human) inhibition; 210,000 tested, 0.11% active; Q00987; signal enhancement, % at 5 µM; cell-based MDM2 ubiquitination luciferase reporter, 2 h; 0 = plate control, 100 = twice control, blank-subtracted;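 active means signal enhancement of 30% or more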;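 further: luminescence tracks abundance of the self-degrading MDM2-luciferase fusion protein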
#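 Timing – 2 h compound exposure at 37 °C · Assay system – mammalian cells stably expressing self-ubiquitinating, self-degrading MDM2 E3–luciferase fusion · Amount – 2000 cells seeded into each well · Measure – % luminescence enhancement versus blank-corrected plate control mean · Measured by – SteadyLite luminescence, 15 min reagent step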
# Wee1 degr inh – blocks degradation of human Wee1 kinase. P30291. HeLa Luc-Wee1K328M stability, luciferase luminescence; 100% = proteasome inhibitor MG132 effect. reporter increase, % at 5 µM. 220,000 tested, 1.2% active;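 active means activation above the mean of all tested compounds plus 3 SD, set per screening run, cut at about 8.8% in these data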;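 further: cells exposed to compound for 20 h before luminescence read; 0% = DMSO alone and 100% = MG132 at 30 µM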
# Target sequence (P30291 whole entry K328M): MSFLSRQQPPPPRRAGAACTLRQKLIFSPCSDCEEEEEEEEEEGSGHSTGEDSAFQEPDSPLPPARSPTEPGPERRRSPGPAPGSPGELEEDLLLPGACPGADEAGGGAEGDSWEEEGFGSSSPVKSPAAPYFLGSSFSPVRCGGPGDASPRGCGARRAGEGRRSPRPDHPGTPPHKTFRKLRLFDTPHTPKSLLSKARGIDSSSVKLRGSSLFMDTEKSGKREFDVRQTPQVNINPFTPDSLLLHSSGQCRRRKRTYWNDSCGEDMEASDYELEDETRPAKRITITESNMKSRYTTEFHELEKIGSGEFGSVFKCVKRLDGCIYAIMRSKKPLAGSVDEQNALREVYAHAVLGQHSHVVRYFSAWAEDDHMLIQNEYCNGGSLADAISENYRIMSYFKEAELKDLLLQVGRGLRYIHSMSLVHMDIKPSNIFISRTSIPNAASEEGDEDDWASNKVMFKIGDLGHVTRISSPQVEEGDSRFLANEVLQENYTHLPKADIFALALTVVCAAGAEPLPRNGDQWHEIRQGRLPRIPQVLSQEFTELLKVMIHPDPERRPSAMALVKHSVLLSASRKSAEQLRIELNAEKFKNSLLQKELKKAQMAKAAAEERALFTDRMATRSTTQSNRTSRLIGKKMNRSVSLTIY
# Ba/F3 V617F tox – reduce viability of Ba/F3 cells dependent on JAK2V617F; Ba/F3 EpoR-JAK2V617F viability, ATP luminescence; inhibition, % at 5.6 µM; 220,000 tested, 1.1% active; AID 1446;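 active means inhibition above the campaign mean plus 3 SD over all tested compounds, cut at about 24% in these data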;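 further: cytokine-independent growth of Ba/F3 cells driven by EpoR plus mutant JAK2; 0% = DMSO-treated cells and 100% = JAK inhibitor I control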
# PERK inhibitor – blocks human PERK kinase; Q9NZJ5; CHO PERK-DD fusion, SEAP luminescence translation reporter; inhibition, % at 5.6 µM; 220,000 tested, 0.17% active; AID 1416;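 active means inhibition above the mean inhibition of all tested compounds plus 3 SD, set separately per screening campaign, cut at about 2.9% in these data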;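 further: PERK kinase domain activated by AP20187 dimerizer at 100 nM; 0% = DMSO with dimerizer and 100% = rapamycin at 8.4 µM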
# eIF4E-4G inh – blocks eIF4E binding to eIF4G | P63073+Q04637 | TR-FRET eIF4E-eIF4GI(517-606) binding, 2 h | inhibition, % at 21.7 µM | 220,000 tested, 0.37% active;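 active means inhibition above about 30%, limit read from the data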;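 further: 0% = full FRET control wells and 100% = background wells lacking eIF4GI fragment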
# * hit, by the source's call; . = no result given; [ ] = remark or other dose. Hits appear at their usual frequency. Share with any hit: about 4.1%.
SMILES,S1P4 ag,NPY2 pot ag,S1P4 antagonist,BaF3 tox,MDM2 E3 inh,Wee1 degr inh,Ba/F3 V617F tox,PERK inhibitor,eIF4E-4G inh
COc1cc(/C=C/C(=O)OCC(=O)NCc2cccs2)ccc1OCC#N,-0.1,6,-6,1,.,3,-3,0.3,-6
CCOc1ccc(-c2nnc(SCC(=O)N3CCN(c4ccccc4)CC3)o2)cc1,-0.5,-5,8,4,-10,-3,0,0.4,4
CCCCCC(=O)Nc1cc2[nH]c(=O)cc(COC)c2cc1C,2.8,-20,-9,8,-16,3,1,0.0,0
CCOC(=O)c1c(N)sc2c(OC)c(Br)ccc12,-0.2,-14,-11,5,-25,0,5,-0.1,2[fluorescence artefact?]
Cc1cccc(CSc2nnc(-c3cnccn3)n2C)c1,-0.4,-13,6,4,-66,0,2,-0.5,2
c1ccc(-n2ncc3c(N4CCN(CCOc5cccc6ccccc56)CC4)ncnc32)cc1,0.1,5,-3,2,-4,2,1,-1.9,1
Cc1ccc(/C=C/C(=O)c2c(C)nc3ccccn23)cc1,-0.4,-26,-16,-1,-9,-1,-3,-1.0,6[fluorescence artefact?]
CCOC(=O)c1cc2ccc(OC)cc2oc1=O,-1.4,-6,1,-9,-15,3,0,0.3,7
Cc1ccc(NC(=O)Cn2c3ccc(F)cc3c3nc4n(c(=O)c32)CCS4)cc1F,2.0,6,-10,6,-3,0,0,0.9,2
Cc1c(Cl)cccc1NC(=S)NCC(C)C,1.0,1,-2,4,-5,2,-1,-1.3,-4
O=C1NC(=S)N/C1=C\c1cccc([N+](=O)[O-])c1,-2.9,-2,4,7,-12,0,1,-0.2,5
CCOC(=O)COn1c(=O)c(-c2cc3ccccc3o2)[n+]([O-])c2ccccc21,-2.0,3,12,4,-33,2,-1,-0.2,-8[fluorescence artefact?]

# A stretch taken from the entries so far, for reference:
SMILES,S1P4 ag,NPY2 pot ag,S1P4 antagonist,BaF3 tox,MDM2 E3 inh,Wee1 degr inh,Ba/F3 V617F tox,PERK inhibitor,eIF4E-4G inh
COc1cc(/C=C/C(=O)OCC(=O)NCc2cccs2)ccc1OCC#N,-0.1,6,-6,1,.,3,-3,0.3,-6
CCOc1ccc(-c2nnc(SCC(=O)N3CCN(c4ccccc4)CC3)o2)cc1,-0.5,-5,8,4,-10,-3,0,0.4,4
CCCCCC(=O)Nc1cc2[nH]c(=O)cc(COC)c2cc1C,2.8,-20,-9,8,-16,3,1,0.0,0
CCOC(=O)c1c(N)sc2c(OC)c(Br)ccc12,-0.2,-14,-11,5,-25,0,5,-0.1,2[fluorescence artefact?]
Cc1cccc(CSc2nnc(-c3cnccn3)n2C)c1,-0.4,-13,6,4,-66,0,2,-0.5,2
c1ccc(-n2ncc3c(N4CCN(CCOc5cccc6ccccc56)CC4)ncnc32)cc1,0.1,5,-3,2,-4,2,1,-1.9,1
Cc1ccc(/C=C/C(=O)c2c(C)nc3ccccn23)cc1,-0.4,-26,-16,-1,-9,-1,-3,-1.0,6[fluorescence artefact?]
CCOC(=O)c1cc2ccc(OC)cc2oc1=O,-1.4,-6,1,-9,-15,3,0,0.3,7
Cc1ccc(NC(=O)Cn2c3ccc(F)cc3c3nc4n(c(=O)c32)CCS4)cc1F,2.0,6,-10,6,-3,0,0,0.9,2
Cc1c(Cl)cccc1NC(=S)NCC(C)C,1.0,1,-2,4,-5,2,-1,-1.3,-4
O=C1NC(=S)N/C1=C\c1cccc([N+](=O)[O-])c1,-2.9,-2,4,7,-12,0,1,-0.2,5
CCOC(=O)COn1c(=O)c(-c2cc3ccccc3o2)[n+]([O-])c2ccccc21,-2.0,3,12,4,-33,2,-1,-0.2,-8[fluorescence artefact?]

# Whole records from above:
# `O=C1NC(=S)N/C1=C\c1cccc([N+](=O)[O-])c1` is entered as S1P4 ag = -2.9; NPY2 pot ag = -2; S1P4 antagonist = 4; BaF3 tox = 7; MDM2 E3 inh = -12; Wee1 degr inh = 0; Ba/F3 V617F tox = 1; PERK inhibitor = -0.2; eIF4E-4G inh = 5
# `CCOc1ccc(-c2nnc(SCC(=O)N3CCN(c4ccccc4)CC3)o2)cc1` is entered as S1P4 ag = -0.5; NPY2 pot ag = -5; S1P4 antagonist = 8; BaF3 tox = 4; MDM2 E3 inh = -10; Wee1 degr inh = -3; Ba/F3 V617F tox = 0; PERK inhibitor = 0.4; eIF4E-4G inh = 4

# (listing goes on)
SMILES,S1P4 ag,NPY2 pot ag,S1P4 antagonist,BaF3 tox,MDM2 E3 inh,Wee1 degr inh,Ba/F3 V617F tox,PERK inhibitor,eIF4E-4G inh
COc1ccc2c(c1)C(C)CC(C)(C)N2C(=O)CSc1ncn[nH]1 (stereo not drawn),0.0,-11,-17,5,-14,0,-1,-0.3,-3
Cc1cc(C)nc(N2CCC(C(=O)NC3CCCc4ccccc43)CC2)n1 (stereo not drawn),0.3,-6,-5,3,-18,-2,2,-0.1,2
O=C(Nc1ccc2cn[nH]c2c1)c1c(Cl)cccc1Cl,-0.9,14,-13,8,-19,5,4,0.1,1
CC(=O)/C(=N/Nc1cccc(Cl)c1)Sc1nnc(C(O)c2ccccc2)n1-c1ccccc1 (stereo not drawn),5.2,0,5,-2,-12,-5,-3,0.5,-3
C=CCc1cc(/C=N/n2cnnc2)cc(OCC)c1O,3.1,-9,2,5,-18,-1,1,1.5,-17
Cc1cccc(OC(=O)c2sc(Cl)nc2C)c1,1.1,8,-17,3,1,-3,-1,0.3,1
Cc1cc(SCC(=O)c2ccc(O)c(O)c2)nc2ccccc12,0.1,-5,-2,7,-10,3,1,0.3,3
CCCCC(=O)Nc1c(O)c2ccccc2[nH]c1=O,0.1,10,-9,3,-7,0,-3,0.7,5
O=C(Nc1cccnc1)C1COc2ccccc2O1 (stereo not drawn),0.2,5,-9,-3,0,0,-7,0.3,8[fluorescence artefact?]
CC(C)CCn1c(=S)[nH]c2ncccc2c1=O,-1.3,9,7,10,1,0,-2,-0.4,7
COC(=O)c1ccc(C(=O)OC)c(NC(=O)CSCc2ccccc2Br)c1,-2.0,4,-9,8,-2,-2,-2,0.9,-4
CC(Nc1nc(N2CCCCC2)nc2ccccc12)c1ccccc1 (stereo not drawn),-3.7,-16,19,11,-1,3,4,-1.2,3
CCOC(=O)CNC(=O)C1c2ccccc2C(=O)N(c2ccc(OC)cc2)C1c1ccc(OC)cc1 (stereo not drawn),0.2,-12,-6,4,-14,2,-4,-1.7,.
COc1ccc(-n2c(=S)[nH]c(=O)c3cccnc32)cc1,-1.3,4,3,1,-5,-2,-2,1.1,4
O=C(CSc1nnc(Cc2ccccc2)o1)c1ccc(F)cc1,1.8,-13,-22,1,-8,0,-5,-0.3,-1
CCCOc1ccc(-c2nn(-c3ccccc3)cc2/C=C2\SC(=S)N(C3CCS(=O)(=O)C3)C2=O)cc1 (stereo not drawn),0.2,-1,-20,2,-6,-2,-3,-0.2,1
CN(C)S(=O)(=O)c1cccc(NC(=O)COC(=O)/C=C/c2ccco2)c1,0.1,11,-7,1,-16,-3,-2,0.4,3[fluorescence artefact?]
CCn1c(C)c(C2=CCN(S(=O)(=O)c3ccc(C)cc3)CC2)c2ccccc21,-0.4,16,7,4,7,3,-5,0.7,2
COC(=O)C1=NNC(C(=O)c2ccco2)C1c1ccccc1 (stereo not drawn),-0.1,1,2,4,-3,1,2,0.6,-4
O=C(c1ccccc1)c1ccccc1C(=O)c1ccccc1,1.0,17,5,-1,-11,0,-2,0.8,0
Cc1cnc(NC(=O)CN2CCN(c3ccccn3)CC2)s1,0.7,3,4,6,-13,0,3,-0.1,-8
CCN1CCN(C(=S)Nc2ccc3nc(N4CCN(CC)CC4)cc(C)c3c2)CC1,0.1,-4,-5,6,-3,-1,2,-0.9,3[fluorescence artefact?]
Cc1cc(NC(=O)COC(=O)c2cc(S(=O)(=O)N3CCOCC3)ccc2N2CCCCC2)no1,-0.8,-2,-10,8,-4,0,2,-0.9,0
CCn1nnnc1SCC(=O)Nc1ccc2c(c1)OCO2,-0.4,-11,-5,-1,-2,-1,-4,0.7,-2
COc1ccc(N(CC(=O)NCCSCc2ccco2)S(=O)(=O)c2ccc(C)cc2)cc1,-0.4,-6,8,5,5,7,-1,-1.2,-2
Cc1ccc(CN(CC(=O)NCCc2ccccc2)C(=O)CCCC(=O)Nc2cc(C)on2)cc1,0.8,0,-2,0,-10,2,0,-0.1,3[fluorescence artefact?]
CNC(=S)N/N=C/c1ccc(N2CCOCC2)s1,1.2,0,-9,0,-7,0,-1,-0.1,-3
CC(=O)Nc1ccccc1NC(=O)c1ccc(C)c(C)c1,2.0,-15,14,3,-15,-2,-1,1.0,0
O=S(=O)([O-])CCC[n+]1c(SCCCS(=O)(=O)O)sc2ccc(Cl)cc21,0.4,-1,-31,2,4,0,-4,0.1,15
CC(C)Cc1cc(C(=O)N2CCC(N3CCC(C(=O)NC4CC4)CC3)CC2)n[nH]1,-1.0,4,-24,2,0,0,-1,1.5,-1
O=C(Cn1nnc2ccccc2c1=O)NCCc1ccc(Cl)cc1Cl,-1.2,-8,-16,2,-7,-2,0,0.7,3[fluorescence artefact?]
Cc1ccnc(NC(=O)C23CC4CC(CC(C4)C2)C3)c1,-4.2,9,14,5,-21,3,-2,-0.3,1
CCOc1ccc(Cl)cc1CSc1n[nH]c(CC)n1,0.5,-8,3,0,3,-4,3,-0.7,2
C/C(=N\NC(=O)c1cc(C(C)(C)C)[nH]n1)C12CC3CC(CC(C3)C1)C2,-0.1,-11,-9,1,-9,-3,4,0.3,-3
CC(C)NC(=O)CSCc1cccc(Br)c1,-3.5,23,9,-2,-17,2,-3,1.2,3[fluorescence artefact?]
Cc1ccc(C(=O)CSc2nnc(-c3ccco3)o2)o1,0.8,-4,-9,-1,-25,2,-2,1.3,0
Cn1c(=O)c2c(nc(N/N=C/c3cccnc3)n2Cc2ccccc2)n(C)c1=O,-0.4,-3,0,4,-8,-3,2,-0.4,-1
O=C(Nc1cnc2ccccn2c1=O)c1ccc(Cl)cc1Cl,2.1,12,-16,8,-58,6,0,1.1,-3
CC(=O)c1cnc2c(-c3ccc(Cl)cc3)cnn2c1C,-0.9,8,10,0,2,2,-2,0.2,5
CC1CCc2c(C(=O)NCc3ccccn3)csc2C1 (stereo not drawn),-0.2,1,-4,4,-22,9.0*,2,0.4,-3[fluorescence artefact?]
COc1cccc(NC(=O)CN(C)CC(=O)Nc2ccc(C)cc2Cl)c1,2.5,-3,-7,1,-8,0,-4,0.0,4
CCc1nnc(NC(=O)c2sc3nc(C)cc(COC)c3c2N)s1,0.1,-3,9,-1,-27,-2,0,0.9,3
FC(F)(F)c1cc(Sc2ccccc2)nc(-c2ccccn2)n1,1.2,3,17,9,-20,-1,4,-0.1,6
CCCCc1nnc(NC(=O)C2CCCO2)s1 (stereo not drawn),-1.9,7,-21,3,-18,0,2,0.3,6
CCOC(=O)/C(=N\Nc1cccc(C(F)(F)F)c1)N(CCOC)CCOC,-3.0,12,14,6,-1,0,-1,0.2,-1
CC(=O)COc1ccc2c(C)c(C)c(=O)oc2c1,-2.1,3,0,1,-7,-1,-5,0.1,15
